Source: PubChem BioAssay (several laboratories)
GAA850 FXN act – activators of GAA850 frataxin (FXN) promoter | activation, % at 6 µM | HEK293 lucGAA850 FXN promoter luciferase reporter, 24 h; percent of 10 µM SAHA response | 0.56% of 360,000 active;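 active means activation above the average of all compounds screened plus 3 SD, cutoff fixed separately per campaign, cut at about 7.5% in these data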;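 further: 0% = DMSO wells and 100% = 10 µM SAHA wells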
DAX1 inh-1 – blocks DAX1 repression of SF-1 activated StAR promoter. HEK293T StAR-luciferase reporter, SF-1/DAX-1 repression relief. inhibition, % at 6.8 µM. 1.1% of 370,000 active. AID 652010;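 active means inhibition above the mean over all tested compounds plus 3 SD, cut at about 3.6% in these data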;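 further: 0% = DAX-1 cells with DMSO and 100% = cells lacking DAX-1 with DMSO; higher inhibition means more luminescence from relief of DAX-1 repression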
ADAM10 inh – ADAM10 inhibition, QFRET primary screen | recombinant ADAM10, EDANS/DABCYL FRET peptide cleavage, 3 h | O14672 | 0.62% of 370,000 active | inhibition, % at 7 µM;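 active means inhibition above a per-campaign cutoff equal to the mean of compounds falling between control-based bounds plus 3 SD, cut at about 20% in these data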;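 further: 0% = DMSO wells while the 100% control is not disclosed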
ssDAF12 agonist – activators of S. stercoralis DAF-12 nuclear receptor; HEK293 ssDAF-12/GRIP1 lit1-tk-luc reporter, luminescence; % of 3 µM dafachronic acid response; activation, % at 6.8 µM; 1% of 370,000 active; AID 652126;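 active means activation above the mean over all tested compounds plus 3 SD, cut at about 0.9% in these data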;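 further: 0% = DMSO-only wells and 100% = 3 µM delta7-dafachronic acid wells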
hgDAF-12 ag – activates the H. glycines DAF-12 receptor ligand-binding domain; HEK293 GAL4-hgDAF12 UAS-luciferase reporter, agonist luminescence; normalized to butyrate control; activation, % at 6.8 µM; 1.8% of 370,000 active;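 active means activation above a cutoff set at the mean of all screened compounds plus 3 SD, cut at about 10% in these data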;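 further: 0% = DMSO wells and 100% = sodium butyrate wells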
GC-A act – GC-A (human) enzyme activation | HEK293 GC-A cells, cGMP TR-FRET, EC30 ANP; 0% at EC30 ANP, 100% saturating ANP | activation, % at 10 µM | 0.14% of 370,000 active | AID 1671463; in the data active means activation above about 40%
NPR2 activator – GC-B (human) receptor activation; P20594; HEK293-GC-B cells, CNP EC30, cGMP TR-FRET; 0% at EC30 CNP, 100% saturating CNP; activation, % at 10 µM; 0.11% of 370,000 active;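 active means activation at 10 µM reaching about 35% in either raw or pattern-adjusted values, limit read from the data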
hcDAF-12 act – activates DAF-12 receptor from parasite H. contortus; HEK293 hcDAF-12 lit1-tk-luc reporter, luminescence; 0% DMSO, 100% Δ7-dafachronic acid; activation, % at 6.8 µM; 1.4% of 370,000 active; AID 652067;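 active means activation above the mean of all tested compounds plus 3 SD, cut at about 5.5% in these data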;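 further: 100% = response to 3 µM Δ7-dafachronic acid high control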
SMARCA2 act – increases SMARCA2 function in MMTV reporter cells | MG213 cells, MMTV-luciferase reporter, dexamethasone, overnight | 1% of 370,000 active | activation, % at 9.1 µM; in the data active means activation above about 7.8%;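 further: 0% = vehicle wells and 100% = reference activator wells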
HGIII-sPLA2 inh – Inhibits HGIII-sPLA2 liposome hydrolysis, primary screen | Q9NZ20 | QFRET BODIPY PC-A2 liposome hydrolysis, fluorescence | inhibition, % at 12.2 µM | 0.56% of 370,000 active;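 active means inhibition above mean plus 3 SD of compounds lying within the high and low control bounds, cut at about 19% in these data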;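 further: 0% = median of test compound wells and 100% = no enzyme DMSO wells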
Target sequence (Q9NZ20 whole entry, looked up): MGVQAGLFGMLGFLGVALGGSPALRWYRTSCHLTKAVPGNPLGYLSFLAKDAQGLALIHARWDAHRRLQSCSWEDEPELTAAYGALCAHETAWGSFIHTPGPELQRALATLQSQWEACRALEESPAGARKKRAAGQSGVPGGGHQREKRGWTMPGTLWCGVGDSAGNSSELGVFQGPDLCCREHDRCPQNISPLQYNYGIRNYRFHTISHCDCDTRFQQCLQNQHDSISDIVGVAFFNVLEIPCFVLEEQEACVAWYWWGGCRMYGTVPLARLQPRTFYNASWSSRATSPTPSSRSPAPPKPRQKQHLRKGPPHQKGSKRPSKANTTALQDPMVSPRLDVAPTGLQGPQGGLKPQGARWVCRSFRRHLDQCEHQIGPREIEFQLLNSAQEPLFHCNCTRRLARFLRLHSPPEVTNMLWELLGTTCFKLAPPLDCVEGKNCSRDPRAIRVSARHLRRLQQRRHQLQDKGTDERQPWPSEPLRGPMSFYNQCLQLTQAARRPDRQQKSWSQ
DAX1 inh-2 – inhibits human nuclear receptor DAX1 | P51843 | HEK293 Gal4-DAX1 luciferase reporter, luminescence | inhibition, % at 6.75 µM | 0.99% of 340,000 active | AID 504766;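 active means inhibition above the mean over all tested compounds plus 3 SD, cut at about 4.2% in these data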;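 further: 0% = DAX1-transfected cells with DMSO and 100% = empty-vector control cells with DMSO; inhibition shows as a rise in luminescence from relieved DAX1 repression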
Target sequence (P51843 207-470 limits assumed): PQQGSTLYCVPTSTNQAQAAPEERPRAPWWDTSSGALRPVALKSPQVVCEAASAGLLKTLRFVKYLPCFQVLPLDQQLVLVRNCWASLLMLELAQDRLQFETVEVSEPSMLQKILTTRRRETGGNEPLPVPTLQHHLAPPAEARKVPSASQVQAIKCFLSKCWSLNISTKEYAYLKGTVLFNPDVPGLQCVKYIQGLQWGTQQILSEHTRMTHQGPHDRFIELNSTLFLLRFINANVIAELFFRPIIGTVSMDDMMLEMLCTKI
* = called active by the depositor; i = inactive; / = not tested or not shown. No enrichment for hits; about 6.6% have a hit in one of these screens.

SMILES	GAA850 FXN act	DAX1 inh-1	ADAM10 inh	ssDAF12 agonist	hgDAF-12 ag	GC-A act	NPR2 activator	hcDAF-12 act	SMARCA2 act	HGIII-sPLA2 inh	DAX1 inh-2
CC(C)COc1ccc(C(=O)OCCN2CCOCC2)c(O)c1	2.8	-1.0	-3	-0.9	1.0	0	0	-1.1	1	-5	0.6
COc1ccc(S(=O)(=O)N2CCCCCC2)cc1C(=O)OCC(=O)NC(N)=O	0.2	-0.7	3	-0.4	0.4	3	7	-1.4	0	7	1.4
CCCCNC(=O)Nc1ccccn1	0.5	-0.4	9	-1.1	3.8	0	4	3.3	-1	12	0.5
COC(=O)c1cc(-c2cccs2)c(=O)n2c1CCC2	/	0.7	i	-0.4	0.4	4	-6	-1.5	-1	0	/
O=C(O)c1cccc(Cn2c(Cl)c(/C=N/NC(=O)c3ccc(O)cc3)sc2=O)c1	0.1	0.0	-5	-1.4	-4.4	-6	2	0.3	-6	6	4.6*
CC(C)c1ccc(NC(=O)c2cc([N+](=O)[O-])ccc2N2CCOCC2)cc1	-0.6	1.1	2	-0.9	-1.1	-1	-4	-0.1	4	3	-0.5
Cn1nc(C(C)(C)C)c(NC(=O)c2cccs2)c1C(C)(C)C	0.4	-0.3	-1	-0.8	0.2	5	-7	0.7	-3	-1	0.8
CC1CCN(S(=O)(=O)c2ccc(NC(=O)Cc3cccs3)cc2)CC1	1.8	-0.6	5	-1.6	1.4	-7	-2	0.3	-4	-30	-0.5
O=S(=O)(c1ccc(N2CCN(Cc3ccc4c(c3)OCO4)CC2)nc1)N1CCOCC1	/	0.5	2	-1.2	2.7	1	-3	2.3	0	6	/
O=C(CCSc1nc(-c2ccccc2)c(-c2ccccc2)o1)N1CCCCC1	1.8	-0.1	-22	-1.2	-0.1	-11	-1	-2.6	3	-5	-0.5
CCOc1ccccc1CNC(=O)C(C)n1nc(C)c2c(C)n(-c3ccccc3)nc2c1=O (configuration not stated)	-3.2	-1.2	-4	-1.0	-6.0	-2	2	-4.3	-1	1	-1.5
CC(=O)Nc1cccc(-c2csc(C(NC(C)=O)c3ccc(F)c(F)c3)n2)c1 (configuration not stated)	0.3	-0.7	9	-1.4	-1.9	-1	-6	0.7	2	-4	/
CCCN(CCC)C(=O)Cn1c(=O)n(CCCCC(=O)NCc2ccco2)c(=O)c2ccccc21	-2.2	-0.7	0	-1.7	-1.8	-1	-7	-1.6	1	5	0.0
COc1nc(N)nc(N)c1NS(=O)(=O)c1ccc(C)cc1	-0.3	-1.4	-3	-0.9	0.4	0	0	-1.6	-1	-2	0.7
Cc1ccccc1NC(=O)c1sc2nc3c(c(-c4ccco4)c2c1N)CCC3	-1.1	-0.6	-2	-1.6	0.0	8	-5	-1.2	-3	5	-1.9
CC1(C)OC2CC3C4CCC5=CC(=O)CCC5(C)C4(F)C(O)CC3(C)C2(C(=O)CO)O1 (configuration not stated)	-1.1	-0.1	4	-0.4	-4.0	-2	7	-1.2	3	-10	2.2
S=C(Nc1ccc2cn[nH]c2c1)Nc1ccccc1Cl	2.3	0.3	-27	-1.0	6.5	6	2	0.1	5	8	0.0
COc1ccc(-c2ccc3c(c2)c(C#Cc2ccsc2)c(-c2cc(OC)cc(OC)c2)n3C)cc1	0.9	0.6	-45	-0.8	0.9	1	0	-0.1	1	3	0.8
O=C(N/N=C/c1ccccc1)c1ccco1	3.4	1.1	-2	-0.7	7.8	5	-7	2.2	2	-5	5.8*
O=[N+]([O-])c1ccccc1-c1ccc(CN2CCN(c3ccccc3)CC2)o1	-0.9	0.2	-44	-1.0	1.2	-1	-4	4.5	-1	8	-0.8
COc1ccc(C(=O)Nc2cc(S(=O)(=O)N3CCCCC3)ccc2OC)cc1	-0.2	-1.7	-8	-1.4	0.8	-3	-4	0.6	2	5	-0.5
Cc1cc([N+](=O)[O-])ccc1N(C)C	2.6	0.7	-5	-0.8	-1.4	4	4	-0.1	-2	15	-0.6
O=C(NCCc1ccccn1)c1nc(Cn2ccc([N+](=O)[O-])n2)no1	-0.1	0.2	1	-0.8	-1.3	-3	3	1.8	-4	7	0.4
Cc1ccc(-n2ncc(C(=O)NCC3CCN(C4CCCC4)C3)c2C2CCN(C(=O)OC(C)(C)C)CC2)cc1C (configuration not stated)	-2.7	1.4	6	-0.3	2.4	-1	-3	1.1	-2	-21	1.0
CC[C@@H]1Cc2[nH][nH]c(=O)c2[C@@H](c2ccc(F)cc2)O1	/	-1.3	-3	-1.3	-2.9	0	1	3.0	-3	-7	/

(next part)
SMILES	GAA850 FXN act	DAX1 inh-1	ADAM10 inh	ssDAF12 agonist	hgDAF-12 ag	GC-A act	NPR2 activator	hcDAF-12 act	SMARCA2 act	HGIII-sPLA2 inh	DAX1 inh-2
C[C@@H]1CCC[C@]2(O[C@@H](CCO)C[C@@H](O)[C@@H]2O)O1	-0.8	0.1	8	-1.5	-0.8	1	4	-0.8	0	1	1.2
CC(=O)Nc1ccc(NC(=O)COc2ccc(S(=O)(=O)NC(C)c3ccccc3)cc2)cc1 (configuration not stated)	0.5	-1.5	5	-2.3	0.3	-2	1	-0.1	-1	-14	-0.8
CN(C)c1ccc(C(c2nnnn2C(C)(C)C)N2CCN(C(=O)c3ccco3)CC2)cc1 (configuration not stated)	0.5	0.6	-7	-1.3	1.5	5	1	0.5	-2	3	0.5
CCN1C(=O)c2cccc3c(S(=O)(=O)N(C(=O)c4cccnc4)c4ccc(OC)cc4)ccc1c23	0.8	-0.2	-16	-0.8	-2.2	7	11	0.0	0	-2	-1.1
CN(c1ccc(C(=O)N2CCN(Cc3ccc4c(c3)OCO4)CC2)cc1)S(=O)(=O)c1ccccc1	-3.7	-3.2	7	-2.9	-5.3	2	-3	-2.4	-2	1	-3.2
N#Cc1ccccc1-c1ccccc1C(=O)N1CCCCC1	1.4	-0.1	-1	-1.5	1.4	-1	5	-3.1	-2	12	1.2
CCOc1ccccc1NC(=O)C(NC(=O)C1CCC(C)CC1)C(C)C (configuration not stated)	0.9	0.0	-1	-0.6	3.1	3	4	-1.1	-2	0	0.8
Cc1cccc(C)c1NC(=O)C1(C)CSCC(=O)N1CC(F)(F)F (configuration not stated)	/	0.1	-12	-0.8	1.6	4	8	1.8	1	2	/
CCOc1ccc(-c2nnn(CC(=O)N3CCCC3)n2)cc1OCC	1.1	0.3	-8	-0.8	-1.9	5	3	-1.6	-5	2	-0.1
C=C(C)CNC(=S)N/N=C(\C)c1ccc(Cl)s1	4.9	-0.1	0	-0.7	4.1	3	3	0.3	3	9	0.4
CC(=O)Nc1cccc(OCCCNC(=O)c2ccc(C(C)(C)C)cc2)c1	3.1	-0.4	7	-0.8	4.1	4	2	-0.8	2	-7	/
Cc1cc(C)n(/N=C/c2cccc(O)c2)c(=O)c1C(N)=O	2.6	-0.8	-20	-1.2	0.9	-1	11	-0.8	0	2	0.4
COc1ccc(OC)c(NS(=O)(=O)c2cccs2)c1	-2.4	0.5	-2	-1.0	-0.7	-2	-1	0.1	-1	5	-0.4
CCc1nnc(NC(=O)[C@@H](NC(=O)c2cccc(S(=O)(=O)N3CCOCC3)c2)C(C)C)s1	-0.1	-0.1	-7	-1.4	0.6	2	2	-1.5	-1	-4	-0.3
CCOC(=O)NCc1ccc2c(c1)cc(C)n2C	0.6	-0.2	-20	-1.6	-1.1	-1	4	-1.9	-2	4	-0.6
O=C1/C(=C/c2ccccn2)SC(=S)N1Cc1ccccc1	-1.3	-0.6	5	-1.4	1.8	-17	-2	-1.9	-2	1	/
CCn1nc(C)c(CNC(=O)c2cc(COc3cncc(Cl)c3)on2)c1C	-0.2	-0.5	-2	-1.2	-0.9	5	1	1.4	-2	1	0.7
COc1ccc(CCN(Cc2cc3cccc(C)c3[nH]c2=O)C(=O)N2CCCC2)cc1OC	2.8	0.0	-12	-1.6	-1.9	-2	2	-3.1	0	-4	-1.9
COc1ccc(Cl)cc1C(=O)NNC(=O)CNC(=O)c1ccc(C)s1	-0.9	-0.8	3	-0.2	-1.3	0	1	3.5	1	-8	0.9
COC(=O)Cn1cnc2sc(C)c(S(=O)(=O)N3CCN(c4ccccc4OC)CC3)c2c1=O	1.6	0.3	8	-1.3	0.0	-5	-3	0.8	-3	12	0.7
Cc1ccc(-c2csc(NC(=O)c3ccc(F)cc3)c2C(=O)O)cc1	-1.4	0.4	1	-1.6	1.1	0	-5	-1.2	3	-9	1.1
CCc1ccccc1NC(=O)CN(C)C(=O)COc1ccc(C)nc1[N+](=O)[O-]	-1.1	-0.2	0	-0.3	1.5	0	-5	-0.2	-3	13	2.2
CCNc1nc(N)nc(Oc2ccc(OCc3ccccc3)nn2)n1	2.3	0.5	5	-1.0	-4.0	-2	1	-1.8	-5	16	-1.2
O=C(NN=C1C2CC3CC(C2)CC1C3)c1cccs1	8.8*	7.4*	1	0.1	14*	0	1	5.0	3	5	3.0
COc1ccccc1-c1nnc(SCC(=O)Nc2ccc(Cl)cc2Cl)o1	1.1	-1.1	-10	-0.3	0.1	1	-2	2.3	-1	-9	-0.3
CCCCCc1nc(N)c(C#N)c(-c2ccco2)c1CCCC	6.8	-0.3	-10	-0.9	-0.6	0	6	-0.4	-2	-2	-0.7
CN(C(=O)[C@@H](C1CC1)[C@@H](O)c1ccc(Cl)cc1)c1ccccc1	/	-0.5	1	-0.8	0.6	-5	3	-1.7	0	-6	/
COc1ccc(-c2cc(C(=O)NCC(c3ccco3)N(C)C)c3ccccc3n2)cc1OC (configuration not stated)	-0.6	-1.0	-23	-0.8	-1.4	3	7	-1.1	-1	2	-1.0

Limited to GC-A act, for some of the entries so far:
molecule | GC-A act
CC(=O)Nc1cccc(OCCCNC(=O)c2ccc(C(C)(C)C)cc2)c1 | 4
COc1ccc(Cl)cc1C(=O)NNC(=O)CNC(=O)c1ccc(C)s1 | 0
COc1ccc(-c2cc(C(=O)NCC(c3ccco3)N(C)C)c3ccccc3n2)cc1OC (configuration not stated) | 3

Four entries picked at random from those above, as already listed:
SMILES	GAA850 FXN act	DAX1 inh-1	ADAM10 inh	ssDAF12 agonist	hgDAF-12 ag	GC-A act	NPR2 activator	hcDAF-12 act	SMARCA2 act	HGIII-sPLA2 inh	DAX1 inh-2
COc1ccc(-c2cc(C(=O)NCC(c3ccco3)N(C)C)c3ccccc3n2)cc1OC (configuration not stated)	-0.6	-1.0	-23	-0.8	-1.4	3	7	-1.1	-1	2	-1.0
Cc1ccccc1NC(=O)c1sc2nc3c(c(-c4ccco4)c2c1N)CCC3	-1.1	-0.6	-2	-1.6	0.0	8	-5	-1.2	-3	5	-1.9
COc1ccc(Cl)cc1C(=O)NNC(=O)CNC(=O)c1ccc(C)s1	-0.9	-0.8	3	-0.2	-1.3	0	1	3.5	1	-8	0.9
Cc1cc(C)n(/N=C/c2cccc(O)c2)c(=O)c1C(N)=O	2.6	-0.8	-20	-1.2	0.9	-1	11	-0.8	0	2	0.4
